Spn DPM-DC inh – blocks S. pneumoniae diphosphomevalonate decarboxylase; purified DPM-DC, PK/LDH coupled NADH fluorescence; calls only at 10 µM; 0.49% of 65,000 active; AID 556;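 active means the 320 compounds with the highest percent inhibition in the single-dose primary screen, excluding strongly autofluorescent ones, cut at about 32% in these data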;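 further: kinetic rate of NADH fluorescence loss reporting ADP formed by the decarboxylase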
HPDE-C7K KRASV12 – viability loss of HPDE-C7K cells – cell-based, fluorescence, HTS, primary screen (AID 431). HPDE-C7K KRASV12 cells, Alamar Blue viability, 48 h; higher % means a stronger effect. 1.7% of 63,000 active. one-dose cytotoxicity, % at 10 µM; EC50 in µM for titrated hits;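 active means compounds whose percent cytotoxicity in the single-dose primary screen, scaled between solvent and toxic-drug controls, exceeds 50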;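 further: 0% = DMSO solvent wells and 100% = doxorubicin-treated wells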
HT1080 cytotoxicity – cytotoxicity in HT1080 fibrosarcoma cells, cell-based, fluorescence readout (AID 620); HT1080 viability, fluorescence; higher % means a stronger effect; cytotoxicity, % at 10 µM; hits with a dose series show EC50 in µM; 0.42% of 87,000 active;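 further: cells exposed to compound overnight then 4 h with Alamar Blue; 0% = vehicle DMSO and 100% = killing control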
Bfl-1 inhibitors – displacement of Bid BH3 peptide from Bfl-1 – biochemical, fluorescence polarization, FITC-Bid, mouse, primary screen (AID 432); FITC-Bid BH3 peptide fluorescence polarization displacement; higher % means a stronger effect; displacement, % at 20 µM, or IC50 in µM where a hit was titrated; 0.02% of 64,000 active; in the data active means a potency from the dose series; inactive means the rest, 99 in 100 with displacement below about 15%; further: strong numbers were not always called active
HPDE-C7 viability – HPDE-C7 pancreatic duct cell viability loss – fluorescence, HTS (AID 430); 1.8% of 63,000 active; HPDE-C7 pancreatic duct cells viability, fluorescence; higher % means a stronger effect; one-dose cytotoxicity, % at 10 µM; EC50 in µM for titrated hits;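 further: cells exposed to compound for 48 hours before viability readout; 0% = vehicle and 100% = reference cytotoxic drug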
PMK inhibit – S. pneumoniae PMK inhibition; purified PMK, PK/LDH-coupled NADH absorbance 340 nm; inhibition, % at 10 µM; 0.49% of 65,000 active; AID 539;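 active means top-ranked compounds by inhibition in the single 10 µM screen, taking a fixed number of the strongest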;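 further: 0% = full reaction with DMSO carrier and 100% = background rate without enzyme reaction; no value below 0 was filed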
Spn MK inh – blocks S. pneumoniae mevalonate kinase; purified MK, PK/LDH-coupled NADH absorbance 340 nm; inhibition, % at 10 µM; 0.48% of 65,000 active;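 active means ranked among the strongest by inhibition in the single 10 µM screen, a fixed top-ranked set picked for dose follow-up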; further: no value below 0 was filed
LYP phosphatase – LYP phosphatase inhibitors, primary screen, biochemical, DiFMUP fluorescence, recombinant catalytic domain, 10 µM (AID 606); inhibition, % at 10 µM, or IC50 in µM where a hit was titrated; 52,000 tested, under 10 active; recombinant LYP catalytic domain, DiFMUP fluorescence; higher % means a stronger effect;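 active means IC50 under 40 µM in the dose-response test; inactive means IC50 of 40 µM or more, or never dose-tested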
Alkaline phosphatase – human TNAP enzyme inhibitors, biochemical, luminescent (AID 518) | purified TNAP enzyme, luminescent substrate readout; higher % means a stronger effect | one-dose inhibition, % at 20 µM; IC50 in µM for titrated hits | 0.09% of 64,000 active; in the data active means a potency from the dose series; inactive means the rest, 99 in 100 with inhibition below about 22%;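 further: plate controls were vehicle for no effect and reference inhibitor for full effect; many of its hits are not listed in these tables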
PMK inhibit pilot replicates – recorded beside PMK inhibit, whose call it bears; inhibition, %; measured here: pilot screen replicates
Spn MK inh pilot replicates – recorded beside Spn MK inh, whose call it bears; inhibition, %; measured here: pilot screen replicates
Spn DPM-DC inh pilot screen % – second read-out of Spn DPM-DC inh, no call of its own (marks repeat the call); inhibition, %; measured here: pilot screen trials
* = called active by the depositor; i = inactive; / = no result given. Unless noted, no stated cut-off is given here; in the data, active means cytotoxicity above about 50%; inactive means the rest.

SMILES | Spn DPM-DC inh | HPDE-C7K KRASV12 | HT1080 cytotoxicity | Bfl-1 inhibitors | HPDE-C7 viability | PMK inhibit | Spn MK inh | LYP phosphatase | Alkaline phosphatase | others
COc1ccc(N2CCN(S(=O)(=O)c3cccc(C(F)(F)F)c3)CC2)cc1 | i | -12% | 2% | -12% | -7% | 3 | 0 | -3% | 16%
O=C(Cn1c(SCC(=O)NC2CCCC2)nnc1-c1ccncc1)Nc1ccc2c(c1)OCO2 | i | 2% | -10% | 6% | -8% | 15 | 1 | 11% | 13%
CCC(CC)C(=O)NCCc1cc2cc(C)c(C)cc2[nH]c1=O | i | 1% | 8% | 2% | -9% | 12 | 8 | 6% | 11%
CCOC(=O)c1sc(=S)n(-c2cc(F)ccc2F)c1N | i | -4% | 25% | -14% | 6% | 2 | 1 | 18% | 6%
CSc1nc(-c2ccccc2)nc(N2CCCC2)c1C(C)=O | i | -2% | -6% | -3% | -2% | 2 | 8 | 4% | 9%
c1ccc(-n2ncc3c(NCc4cccs4)ncnc32)cc1 | i | -7% | 6% | -9% | -5% | 12 | 7 | 2% | 15% | PMK inhibit pilot replicates=3.0;Spn MK inh pilot replicates=1.5;Spn DPM-DC inh pilot screen %=0.5
N#Cc1c(N)[nH]c(=S)c(C#N)c1-c1ccccc1 | i | -10% | 4% | 11% | 3% | 0 | 1 | / | 6%
COc1ccccc1-c1c(C)oc2cc(OC(=O)c3ccco3)ccc2c1=O | i | -12% | -6% | -5% | 4% | 1 | 15 | 1% | 14%
COc1ccc(-c2[nH]ncc2-c2ccc(Cl)cc2)c(O)c1 | i | 47% | 1% | -8% | 41% | 11 | 7 | 5% | 2%
N#Cc1ccc(CSc2nnc(-c3cnccn3)o2)cc1 | i | 5% | 2% | 1% | -3% | 4 | 0 | -1% | 10% | PMK inhibit pilot replicates=0.5;Spn MK inh pilot replicates=0.0;Spn DPM-DC inh pilot screen %=4.0
CN(C)c1ccc(N=Cc2nc(-c3ccccc3)oc2O)cc1 | i | 3% | 2% | 1% | 14% | 7 | 0 | 7% | 15%
COC(=O)c1ccccc1NC(=O)N1CCCC1 | i | 8% | -1% | 4% | 0% | 9 | 10 | 2% | 17% | PMK inhibit pilot replicates=3.0;Spn MK inh pilot replicates=1.0;Spn DPM-DC inh pilot screen %=18
CC(=O)Nn1cc2c(=O)n(C)c(=O)n(C)c2c1 | i | 7% | -4% | 6% | -1% | 10 | 9 | / | 2%
COCCCN1C(=O)C(O)=C(C(=O)c2ccco2)C1c1ccccc1 (stereo not given) | i | -9% | -2% | -3% | -7% | 15 | 0 | 13% | 3%
N#Cc1ccccc1CSc1nc(O)cc(=O)[nH]1 | i | 10% | 13% | -2% | 12% | 5 | 6 | 4% | 5%
O=C(NC1CCCc2ccccc21)c1ccc(CNc2c(N3CCOCC3)c(=O)c2=O)cc1 (stereo not given) | i | 0% | -12% | -2% | -22% | 0 | 0 | 14% | 22% | PMK inhibit pilot replicates=1.0;Spn MK inh pilot replicates=0.0;Spn DPM-DC inh pilot screen %=0.0
CCOC(=O)C(Cc1ccccc1)NC(=O)CCc1c(C)nc2ncnn2c1C (stereo not given) | i | -1% | -3% | -5% | -3% | 11 | 5 | 1% | 7%
Cc1cc(=O)oc2cc(OCC(=O)N3CCCc4ccccc43)ccc12 | i | 0% | 10% | 9% | -2% | 7 | 0 | 12% | 4%
CN(C)CCN1C(=O)c2oc3ccccc3c(=O)c2C1c1cccc(Br)c1 (stereo not given) | i | 5% | -5% | 0% | -4% | 13 | 0 | -2% | 9%
CCCS(=O)(=O)c1nc(S(=O)(=O)c2ccc(C)cc2)c(N2CCCC2)s1 | i | -3% | -2% | -3% | -14% | 15 | 17 | 10% | 8%
C=CCn1c(=O)c(C#N)cc2c(=O)n3ccccc3nc21 | / | 4% | 0% | 1% | -11% | 13 | 0 | / | 5%
O=C(COC(=O)C1CCN(C(=O)c2ccc(Cl)cc2)CC1)c1ccco1 | i | 0% | 21% | -7% | 1% | 17 | 7 | 4% | 9%
O=C(Nc1ccc(F)cc1)N(CCCN1CCOCC1)Cc1cc2cc3c(cc2[nH]c1=O)OCCO3 | / | -9% | -16% | -5% | -2% | 17 | 8 | 4% | -6%
CS/C(=N\S(=O)(=O)c1cccs1)Nc1ccc(N2CCOCC2)cc1 | i | 4% | 10% | 1% | 24% | 0 | 8 | / | 7%
COC(=O)Nc1nc(C)c(C(=O)N(C)C)s1 | i | -8% | 4% | 0% | -13% | 5 | 3 | / | 0%
c1ccc(Cn2nnnc2C(c2ccccn2)N2CCOCC2)cc1 (stereo not given) | i | 2% | 4% | -6% | -3% | 10 | 1 | 12% | 7% | PMK inhibit pilot replicates=0.0;Spn MK inh pilot replicates=0.0;Spn DPM-DC inh pilot screen %=0.0
Cc1ccc(C2C(C(=O)c3cc4ccccc4o3)=C(O)C(=O)N2CCN(C)C)o1 (stereo not given) | i | -12% | 12% | 2% | -5% | 7 | 5 | 3% | 4%
O=C(CSc1nnc(-c2cccs2)n1Cc1ccco1)c1ccc2c(c1)OCO2 | i | 22% | -1% | 1% | 18% | 0 | 0 | 3% | 11%
CCCC(=O)N1c2ccc(-c3csc(N)n3)cc2CC1C (stereo not given) | i | 1% | 2% | 0% | -3% | 9 | 7 | 18% | 7%
CCOC(=O)c1cccc(-n2c(C)nc3ccccc3c2=O)c1 | i | 2% | -5% | -12% | 7% | 4 | / | / | 10%
Cc1ccc2nc(NCc3ccco3)c(C=NCc3ccco3)c(=O)n2c1 | i | -7% | -4% | 18% | -9% | 0 | 4 | 1% | 1%
COc1nc(OC)nc(N2CCC(C(=O)Nc3cccc4c3CCCC4)CC2)n1 | i | -24% | -1% | 1% | -33% | 5 | 2 | -4% | 7%
CC(C)NC(=O)CCS(=O)(=O)c1ccc(Br)s1 | i | 1% | 6% | -10% | -14% | 0 | 0 | 17% | 10%
COc1ccc(OC)c(C2C(C(=O)c3ccco3)=C(O)C(=O)N2CCCN2CCOCC2)c1 (stereo not given) | i | 6% | -3% | -2% | 8% | 7 | 12 | 1% | 7%
COC(=O)c1cc(Br)c(=O)n(-c2ccc(OC)cc2)c1 | i | 1% | 1% | -9% | 5% | 11 | 8 | 3% | 8% | PMK inhibit pilot replicates=3.0;Spn MK inh pilot replicates=0.0;Spn DPM-DC inh pilot screen %=0.0
CCOC(=O)CN1C(=O)SC(CC(=O)Nc2nccs2)C1=O (stereo not given) | i | 6% | / | -3% | 7% | 0 | 29 | 4% | 0%
Cc1nn(-c2cc(Cl)ccc2N)c(=O)c2ccccc12 | i | -18% | -7% | 1% | -15% | 0 | 7 | / | -4%
CCn1c(SCCN2CCCCC2)nnc1-c1ccc(S(=O)(=O)N2CCOCC2)cc1 | i | -2% | 9% | -9% | 4% | 5 | 3 | 12% | 14%
O=C(CN1CCOCC1)Nc1ccc(Oc2ccccc2)cc1 | i | 8% | -2% | -5% | 6% | 0 | 4 | 9% | 6%
CCOC(=O)CSc1nnc(-c2cccc(Cl)c2)n1CC | i | -4% | 0% | -1% | 3% | 20 | 8 | -3% | 13%

In the list so far, 4 contain a thiophene ring, fused or not.
SMILES | Spn DPM-DC inh | HPDE-C7K KRASV12 | HT1080 cytotoxicity | Bfl-1 inhibitors | HPDE-C7 viability | PMK inhibit | Spn MK inh | LYP phosphatase | Alkaline phosphatase | others
c1ccc(-n2ncc3c(NCc4cccs4)ncnc32)cc1 | i | -7% | 6% | -9% | -5% | 12 | 7 | 2% | 15% | PMK inhibit pilot replicates=3.0;Spn MK inh pilot replicates=1.5;Spn DPM-DC inh pilot screen %=0.5
CS/C(=N\S(=O)(=O)c1cccs1)Nc1ccc(N2CCOCC2)cc1 | i | 4% | 10% | 1% | 24% | 0 | 8 | / | 7%
O=C(CSc1nnc(-c2cccs2)n1Cc1ccco1)c1ccc2c(c1)OCO2 | i | 22% | -1% | 1% | 18% | 0 | 0 | 3% | 11%
CC(C)NC(=O)CCS(=O)(=O)c1ccc(Br)s1 | i | 1% | 6% | -10% | -14% | 0 | 0 | 17% | 10%

Continued.
SMILES | Spn DPM-DC inh | HPDE-C7K KRASV12 | HT1080 cytotoxicity | Bfl-1 inhibitors | HPDE-C7 viability | PMK inhibit | Spn MK inh | LYP phosphatase | Alkaline phosphatase | others
COCc1[nH]nc2c1C(c1ccc(F)cc1F)C(C#N)=C(N)O2 (stereo not given) | i | -14% | 3% | -2% | -22% | 7 | 4 | 7% | -2%
COC(=O)c1ccc(CSc2nnc(N)s2)cc1 | i | 2% | 0% | 3% | 1% | 15 | 0 | 11% | 12%
CCc1nnc(NC(=O)CCC(=O)N2CCN(CCc3ccccc3)CC2)s1 | i | 18% | 34% | -3% | 16% | 10 | 3 | / | 10%
Cc1ccc(NC2=CC(=O)CC(c3ccco3)C2)c(N)c1 (stereo not given) | i | 13% | 1% | -9% | -8% | 5 | 3 | 9% | 8%
N#CCCNC(=O)CCN1CCOCC1 | i | 8% | -3% | 0% | 8% | 8 | 14 | -3% | 8%
CCOC(=O)C(NC(=O)CC)(Nc1ccccc1OC)C(F)(F)F (stereo not given) | i | -3% | -2% | 2% | -6% | 4 | 12 | / | 13%
COc1cc(-c2cc3nc(C)c(C)c(=O)n3[nH]2)cc(OC)c1OC | i | -13% | -8% | 2% | -21% | 4 | 0 | / | 2%
CCc1nc(C)c(C#N)c2cc(OC)c(OC)cc12 | i | -11% | 1% | -2% | -16% | 0 | 3 | 4% | 8% | PMK inhibit pilot replicates=0.0;Spn MK inh pilot replicates=0.0;Spn DPM-DC inh pilot screen %=4.5
Cc1ccc(Nc2nc3nonc3[nH]c2=O)cc1C | i | 1% | -1% | 6% | -7% | 18 | 2 | 14% | 6%
Cc1ccc2[nH]cc(C(=O)CN3CCC4(CC3)OCCO4)c2c1 | i | 15% | -1% | -9% | 0% | 0 | 8 | 8% | 7% | PMK inhibit pilot replicates=0.5;Spn MK inh pilot replicates=0.0;Spn DPM-DC inh pilot screen %=0.0
Cc1cc(C(F)F)n2nc(C(=O)Nc3ccccc3F)nc2n1 | i | / | -2% | / | / | 8 | 11 | 9% | /
Cc1ccc2c(CN3C(=O)NC4(CCCCC4)C3=O)cc(=O)oc2c1C | i | 12% | -7% | 0% | 12% | 21 | 0 | 6% | 3%
CC(OC(=O)c1cc[n+]([O-])cc1)C(=O)Nc1ccc(Cl)cn1 (stereo not given) | i | / | -1% | -1% | / | 11 | 0 | 5% | 8%
CCc1ccc(-c2nc(C(N)=O)c3[nH]c(=O)n(-c4ccccc4OC)c3n2)cc1 | i | 28% | 45% | 1% | 52%* | 20 | 0 | 2% | 7%
Cc1cc(C)nc(NS(=O)(=O)c2ccccc2)n1 | i | 16% | -2% | 6% | 3% | 19 | 0 | / | 10%
O=c1[nH]c(=O)n(Cc2ccccc2)c2nc(-c3ccco3)cc(C(F)(F)F)c12 | / | 4% | 2% | -8% | 12% | 9 | 1 | / | 14%
CCOC(=O)c1c(C)oc(/N=C/c2ccccc2O)c1C#N | i | -16% | -9% | 6% | -4% | 3 | 2 | -12% | 4%

This is a random part of the collection. About 3.4% of those tested had a hit in this group.
